# NPY Y2 blocker = blocks the human neuropeptide Y Y2 receptor. P49146. NPY-Y2 expressing cells, antagonist mode. hit rate 0.99% among 140,000. inhibition, % at 2.7 µM. AID 793; in the data active = inhibition above about 17%;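 note: 0% = vehicle with agonist challenge and 100% = reference antagonist with challenge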
# Target sequence (P49146 whole entry, looked up): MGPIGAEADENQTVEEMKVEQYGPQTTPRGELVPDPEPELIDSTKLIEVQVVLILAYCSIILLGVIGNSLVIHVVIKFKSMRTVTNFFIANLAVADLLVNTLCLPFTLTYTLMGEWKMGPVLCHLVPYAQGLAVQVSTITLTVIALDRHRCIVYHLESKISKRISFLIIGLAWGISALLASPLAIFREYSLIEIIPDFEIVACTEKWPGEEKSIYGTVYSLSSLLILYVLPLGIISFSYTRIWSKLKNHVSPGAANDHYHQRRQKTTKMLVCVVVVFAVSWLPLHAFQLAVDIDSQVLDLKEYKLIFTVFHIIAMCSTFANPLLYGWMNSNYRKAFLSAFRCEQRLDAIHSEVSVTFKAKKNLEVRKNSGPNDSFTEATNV
# PTEN del growth = PTEN-deleted cell growth suppression; HCT116 PTEN-null viability, CellTiter-Glo, 60 h; stronger effect = lower value; viability, % at 10 µM; hit rate 1.2% among 140,000;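 active = viability at or below a set limit, 4 SD under the median of all tested compounds, cut at about 3.7% in these data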;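 note: PTEN knockout HCT116 line with beta catenin targeted HCT116 as companion control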
# GALR2 antag = antagonists of human galanin receptor 2 (GALR2) | GALR2-expressing cells, antagonist mode | inhibition, % at 4 µM | hit rate 0.39% among 140,000; in the data active = inhibition above about 27%;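 note: cells stimulated with galanin 1-16 at roughly its EC80; 0% = agonist challenge control and 100% = basal control without agonist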
# Target sequence (O43603 whole entry, looked up): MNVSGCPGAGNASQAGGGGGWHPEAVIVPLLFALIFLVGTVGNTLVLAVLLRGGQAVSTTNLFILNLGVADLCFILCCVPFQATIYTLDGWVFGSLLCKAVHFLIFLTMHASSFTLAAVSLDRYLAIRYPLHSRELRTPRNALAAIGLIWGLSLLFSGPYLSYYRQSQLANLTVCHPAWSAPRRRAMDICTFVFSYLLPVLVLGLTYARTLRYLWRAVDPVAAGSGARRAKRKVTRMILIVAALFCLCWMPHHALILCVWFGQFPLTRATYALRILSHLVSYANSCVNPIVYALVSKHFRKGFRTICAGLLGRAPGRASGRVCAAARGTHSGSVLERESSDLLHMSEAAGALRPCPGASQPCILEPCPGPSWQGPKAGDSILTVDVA
# Measles CPE = protection of cells from measles virus; Measles virus-infected cells, CPE protection, absorbance; hit rate 1.5% among 140,000; protection (pct of control), % at 4 µM; in the data active = protection mostly above about 24%, no sharp cut-off; inactive = mostly below about 26%; note: some compounds called inactive have numbers as strong as hits
# E-sel TNF inh = blocks E-selectin expression induced by TNF alpha; inhibition, % at 2 µM; hit rate 0.71% among 120,000; AID 1246; HUVEC TNFa-induced E-selectin immunofluorescence, high content;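 active = inhibition above the batch mean plus 3 SD, and confirmed as a hit on visual image review, cut at about 43% in these data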;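 note: 0% = TNF-stimulated DMSO wells and 100% = unstimulated control wells; not every result past the cut was called active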
# MRP-1 activ = activators of MRP-1 | H69AR cells + doxorubicin, viability rescue, CellTiter-Glo | viability increase, % at 10 µM | hit rate 0.61% among 140,000 | AID 799;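 active = viability gain under doxorubicin at or above a set limit, the compound median plus 3 SD, cut at about 4.7% in these data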;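 note: MRP-1 overexpressing cells given doxorubicin 25 µM after compound pretreatment; 18-22 h compound pretreatment then 72 h with doxorubicin before readout; 0% = doxorubicin-only wells and 100% = vehicle-treated cells without doxorubicin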
# BB579 growth dn = reduces growth of yeast BB579 in restrictive medium. S. cerevisiae BB579 growth, OD615, 48 h. inhibition, % at 10 µM. hit rate 0.51% among 140,000. AID 804;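 active = inhibition above a set limit, 3 SD over the mean compound inhibition, cut at about 44% in these data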; note: inactives centre near -24
#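 Material: Saccharomyces cerevisiae DeaD strain BB579, replicative lifespan model yeast; buffer or medium: CSMM-D restrictive synthetic medium containing dextrose (glucose); compound: 10 µM single dose, DMSO 0.25%; timing: 48 h compound exposure at 30 °C after 4 h preincubation; signal: turbidity as optical density at 615 nm; benchmarks: positive control amphotericin B 10 µg/mL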
# Phagocytosis inh = inhibitors of macrophage phagocytosis; J774A.1 macrophage IgG-bead phagocytosis, imaging; inhibition, % at 5 µM; hit rate 0.07% among 110,000;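 active = inhibition above the mean of the plate negative controls plus 5 SD, cut at about 13% in these data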;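 note: phagocytic index as fraction of beads internalized from green versus red external bead signal; plate controls were DMSO negative control for no effect and cytochalasin-D positive control for full effect; some results beyond the cut were filed as inactive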
# Yeast life ext = extends the lifespan of yeast; S. cerevisiae growth with nicotinamide, OD615; deaD strain in restrictive glucose medium; inhibition of the nicotinamide effect, % at 10 µM; hit rate 0.68% among 130,000; AID 775;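 active = inhibition above a set limit, placed 3 SD over the median of all compounds, cut at about 26% in these data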;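 note: 0% = nicotinamide-treated wells and 100% = cells grown without nicotinamide; some compounds called inactive have numbers as strong as hits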
#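 Assay system: engineered S. cerevisiae DeaD replicative-lifespan strain, galactose-grown log-phase cells; Buffer or medium: CSMM-D glucose medium, restrictive; Probe or stimulus: nicotinamide 1.5 mM; Compound: single dose 10 µM compound, 0.25% DMSO; Schedule: 4 h preincubation then 48 h treatment at 30 °C; Technique: OD615 measurement.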
# bCat KO growth = beta-catenin-lacking colon tumor cell growth suppression | HCT116 beta-catenin knockout viability, CellTiter-Glo, 60 h; stronger effect = lower value | viability, % at 10 µM | hit rate 1.5% among 140,000 | AID 818;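 active = viability at or under a set limit, the compound median less 4 SD, cut at about 6% in these data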;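 note: 0% = Hyamine 1622 control at 20 µM and 100% = untreated cell control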
# * hit, by the source's call; . = not tested or not shown.
SMILES,NPY Y2 blocker,PTEN del growth,GALR2 antag,Measles CPE,E-sel TNF inh,MRP-1 activ,BB579 growth dn,Phagocytosis inh,Yeast life ext,bCat KO growth
CCN(CC)S(=O)(=O)N1CCC(C(=O)NCc2ccc3c(c2)OCO3)CC1,1,93,-5,3,-5,-0.8,-48,-2,4,90
CCC1Oc2ccccc2N(CC(=O)NCCC2=CCCCC2)C1=O (configuration not stated),7,94,-1,3,.,0.5,-15,1,7,95
O=C(COC(=O)c1ccccc1C(=O)c1ccc(Cl)cc1)NCCc1ccccc1,8,88,7,7,16,-1.2,-34,-11,12,78
COC(=O)[C@H](Cc1ccccc1)NC(=O)NCC1CCCO1 (some centres not stated),0,98,1,6,-26,-1.7,-16,0,-4,102
CCCCCCC(=O)N/N=C/Cc1ccccc1,4,93,-8,3,.,-2.2,-14,.,-21,87
CN1CCc2c(sc3c2C(=O)NC(c2ccccn2)N3)C1 (configuration not stated),3,93,2,4,-18,-2.5,-20,1,-3,91
CCCCOc1c(Br)cc(/C=C2\N=C(C)OC2=O)cc1OCC,0,99,-2,5,-17,-1.9,-3,.,-9,95
Cc1ccccc1NC(=O)c1sc(NC(=O)COc2ccccc2)c(C#N)c1C,7,77,-5,12,.,-2.0,-16,-10,4,81
O=C(CN1CCOCC1)NC1CC2CCC1C2 (configuration not stated),-1,89,-6,17,-1,0.1,-12,1,-11,102
O=C(NN1C(=O)c2cc(Br)ccc2NC1c1cc(Br)cc(Br)c1O)c1ccncc1 (configuration not stated),2,85,-10,4,.,0.2,10,-5,11,87
COC(=O)c1cc2n(n1)CCN(Cc1ccc(C)cc1)C2=O,1,104,2,30,22,-1.5,-9,-1,-7,94
Cc1ccc(C(=O)NC(=S)N2CCN(c3ccccc3F)CC2)cc1,7,67,-3,2,8,-2.8,-3,-1,-2,67
c1ccc(OCCCCN2CCOCC2)cc1,3,112,-14,16,.,-0.6,4,-1,-2,104
CC(=O)Nc1ccc(S(=O)(=O)N2CCC(c3nc4ccccc4[nH]3)CC2)cc1,3,95,-3,21,-35,-0.6,-39,1,-5,84
Cc1c(NC(=O)C(Sc2ccccc2)c2ccccc2)cccc1[N+](=O)[O-] (configuration not stated),18*,71,0,29,-1,-1.7,-18,.,-9,64
Cc1ccc(OCCSc2nnc(-c3cccs3)n2C)cc1,5,84,-1,2,-21,-1.1,-10,.,.,88
Cc1cc(=O)oc2cc(OCC(=O)OCC(=O)N3CCc4ccccc43)ccc12,3,101,-7,15,-14,0.3,-44,-1,-15,86
COc1ccc(CCn2c(Br)nc3c2c(=O)[nH]c(=O)n3C)cc1,0,26,1,5,31,-4.5,-5,2,-20,24
CCC1CCCCN1C(=O)COC(=O)c1ccc(S(=O)(=O)N2CCOCC2)cc1 (configuration not stated),2,97,-2,28,-2,-1.4,-37,-1,-2,97
COC(=O)c1ccc(-c2nc3cc(Cl)c(N)cc3s2)cc1,-1,75,-3,4,-43,-4.3,-35,0,-18,68
CC(C)Oc1cccc(-c2cc(C(=O)N3CCN(c4ncccn4)CC3)c3ccccc3n2)c1,5,15,6,3,5,-1.8,-11,0,-5,22
Cc1ccc(S(=O)(=O)Nc2ccc(S(=O)(=O)N3CCCC3)cc2)cc1,2,85,-5,10,.,-2.0,-21,0,0,89
COc1cc(Cl)c(C)cc1NC(=O)CSc1nnc(-c2ccccn2)n1Cc1ccco1,5,81,5,24,-32,0.9,-25,0,-13,79
N=c1c2c(-c3ccccc3)c(-c3ccccc3)n(Cc3ccco3)c2ncn1Cc1ccccc1,21*,1.9*,-4,10,3,-4.4,-41,-1,41,1.1*
COC(=O)c1cc(C(=O)OCC(=O)Nc2ccccc2OC(F)F)cc([N+](=O)[O-])c1,3,100,-1,.,.,3.0,-25,-12,-5,97
CCn1c(CNC(=O)c2cccc(C)c2)nc2ccccc21,1,92,-1,7,-10,-0.9,-31,0,-3,95
O=C(Nc1nc(-c2cccs2)cs1)c1ccc(S(=O)(=O)N2CCCC2)cc1,2,22,3,4,38,-3.0,-24,0,-19,31
Cn1ncc(N=Cc2ccccc2O)c1C(=O)Nc1ccccc1,-1,.,10,12,.,-0.1,-25,-1,-14,96
Cc1ccc(-c2noc(CSc3nnnn3-c3ccccc3)n2)cc1,10,88,-4,14,.,0.1,-29,2,-7,87
O=C(c1cccs1)N1CCN(Cc2ccc3c(c2)OCO3)CC1,1,94,7,2,.,-0.7,-54,-1,4,85
CC1CCCCC1NC(=O)CCCc1nc2ccccc2c(=O)[nH]1 (configuration not stated),2,100,2,24,5,-1.4,-52,-1,-14,88
CC(Oc1ccc(Cl)cc1)C(=O)OCC(=O)Nc1ncc(Cl)cc1Cl (configuration not stated),6,97,0,17,-5,-1.0,-9,0,-8,96
CCCN1Cc2cccc(C(=O)Nc3cc(OC)cc(OC)c3)c2C1=O,3,98,0,11,.,-1.2,-45,.,-21,108
CC(=O)C1=C(O)C(=O)N(Cc2cccnc2)C1c1ccc(Cl)cc1 (configuration not stated),1,102,3,14,-12,0.0,-40,.,.,92
CCOC(=O)Nc1ccc2c(c1)N(C(=O)CCN1CCN(CCO)CC1)c1ccccc1CC2,3,97,12,32,5,-2.7,3,0,-4,96
CCCCNC(=O)CS(=O)Cc1nc(-c2cccc(Cl)c2)oc1C (configuration not stated),4,90,-11,7,.,-4.6,-23,-1,-3,87
CC(C)(C)CC(C)(C)NC(=O)CSCC(=O)Nc1ccc2ccccc2c1,0,71,-5,12,1,-3.6,3,.,.,79
NC(=O)C1(N2CCCCC2)CCN(C(=O)c2ccc(-n3cnnn3)cc2)CC1,3,92,3,1,.,-3.8,-6,.,-18,83
O=C(NCc1cccs1)c1nc2c(nnn2Cc2ccc(F)cc2)c(=O)[nH]1,7,99,6,15,.,-2.9,-27,.,-2,84
O=C(O)C1CC=CCC1C(=O)Nc1ccccc1Cl (configuration not stated),4,94,12,15,.,-1.1,-29,0,-3,96

# Already shown: an excerpt of the list.
SMILES,NPY Y2 blocker,PTEN del growth,GALR2 antag,Measles CPE,E-sel TNF inh,MRP-1 activ,BB579 growth dn,Phagocytosis inh,Yeast life ext,bCat KO growth
Cn1ncc(N=Cc2ccccc2O)c1C(=O)Nc1ccccc1,-1,.,10,12,.,-0.1,-25,-1,-14,96
Cc1ccc(-c2noc(CSc3nnnn3-c3ccccc3)n2)cc1,10,88,-4,14,.,0.1,-29,2,-7,87
O=C(c1cccs1)N1CCN(Cc2ccc3c(c2)OCO3)CC1,1,94,7,2,.,-0.7,-54,-1,4,85
CC1CCCCC1NC(=O)CCCc1nc2ccccc2c(=O)[nH]1 (configuration not stated),2,100,2,24,5,-1.4,-52,-1,-14,88
CC(Oc1ccc(Cl)cc1)C(=O)OCC(=O)Nc1ncc(Cl)cc1Cl (configuration not stated),6,97,0,17,-5,-1.0,-9,0,-8,96
CCCN1Cc2cccc(C(=O)Nc3cc(OC)cc(OC)c3)c2C1=O,3,98,0,11,.,-1.2,-45,.,-21,108
CC(=O)C1=C(O)C(=O)N(Cc2cccnc2)C1c1ccc(Cl)cc1 (configuration not stated),1,102,3,14,-12,0.0,-40,.,.,92
CCOC(=O)Nc1ccc2c(c1)N(C(=O)CCN1CCN(CCO)CC1)c1ccccc1CC2,3,97,12,32,5,-2.7,3,0,-4,96
CCCCNC(=O)CS(=O)Cc1nc(-c2cccc(Cl)c2)oc1C (configuration not stated),4,90,-11,7,.,-4.6,-23,-1,-3,87
CC(C)(C)CC(C)(C)NC(=O)CSCC(=O)Nc1ccc2ccccc2c1,0,71,-5,12,1,-3.6,3,.,.,79
NC(=O)C1(N2CCCCC2)CCN(C(=O)c2ccc(-n3cnnn3)cc2)CC1,3,92,3,1,.,-3.8,-6,.,-18,83
O=C(NCc1cccs1)c1nc2c(nnn2Cc2ccc(F)cc2)c(=O)[nH]1,7,99,6,15,.,-2.9,-27,.,-2,84
O=C(O)C1CC=CCC1C(=O)Nc1ccccc1Cl (configuration not stated),4,94,12,15,.,-1.1,-29,0,-3,96

# Going on with the list:
SMILES,NPY Y2 blocker,PTEN del growth,GALR2 antag,Measles CPE,E-sel TNF inh,MRP-1 activ,BB579 growth dn,Phagocytosis inh,Yeast life ext,bCat KO growth
CC(=O)c1ccc(Cc2cnc(N)s2)cc1,0,106,1,12,-19,-1.2,-17,-1,-14,95
COc1ccccc1NC(=O)C1CCCN1C(=O)NCc1ccccc1 (configuration not stated),4,86,4,1,.,-0.6,-49,0,-13,86
CCCCSc1nnc(-c2ccc(C)cc2)o1,10,78,-4,5,-6,0.3,-31,0,-33,82
CCOC(=O)N1CCC(N(C(=O)Nc2ccc(CC)cc2)C(C)CC)CC1 (configuration not stated),-1,104,-7,15,.,-0.7,-69,.,-2,91
O=C(CCc1nc2ccccc2s1)N1CCN(S(=O)(=O)c2cccs2)CC1,5,102,1,5,-12,-0.5,-42,0,13,87
CCOC(NC(=O)c1ccccc1)C(NC(=O)c1ccccc1)OCC (configuration not stated),-1,108,-4,11,10,-1.2,-20,1,-11,91
Cc1cc(C)n(-c2nc(NCC(C)O)c3c4c(sc3n2)COC(C)(C)C4)n1 (configuration not stated),0,76,-3,17,-5,-2.0,-33,-3,-21,73
COc1ccc2c(CC(=O)NCc3ccc4c(c3)OCO4)coc2c1,6,96,0,9,-4,-1.9,-54,0,-26,97
CCOC(=O)c1c(C)nc(SCC(N)=O)c(C#N)c1-c1ccccc1,0,95,-3,9,11,-2.1,-27,-4,-2,83
Clc1ccc2c(c1)c1cc(Cl)ccc1n2CN1CCOCC1,-4,67,7,9,1,-1.4,27,.,.,76
Cc1cc(C(=O)COc2nncc3ccccc23)c(C)n1C,3,89,-7,10,.,-1.1,-32,-1,-7,96
Cc1ccc(NC(=S)NNC(=O)c2nn(C)c(C)c2Cl)cc1,3,95,7,102*,21,1.0,-14,.,-3,101
CN1C(=S)NC(C)(C)CC1(C)c1ccc(O)cc1O (configuration not stated),0,85,-7,4,.,-3.0,-18,-5,1,87
c1ccc2[nH]c(SCc3cscn3)nc2c1,-1,88,-4,8,-4,-0.6,-6,0,-14,90

# From PubChem
